# LAP4 TOR yeast = alters LAP4-GFP fluorescence in TOR pathway yeast screen; S. cerevisiae LAP4-GFP multiplex, flow cytometry GFP, 3 h; median GFP as percent of DMSO wells; GFP response vs DMSO, % at 10 µM; 0.34% of 320,000 active; AID 2023;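 active = GFP response vs DMSO above a set limit, about the screen mean plus 3 SD, cut at about 150% in these data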
# MEP2-GFP yeast = modulators of TOR pathway MEP2-GFP in S. cerevisiae; S. cerevisiae MEP2-GFP strain, flow cytometry GFP, 3 h; 100% = DMSO control level; GFP response vs DMSO, % at 10 µM; 0.51% of 330,000 active; AID 2016;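 active = GFP response versus DMSO above a set limit, roughly screen mean plus 3 SD, cut at about 180% in these data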;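 also: median GFP fluorescence of the barcode-gated MEP2-GFP cells per well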
# ZTA counter = blocks Epstein-Barr virus ZTA, an EBNA-1 counter-screen; P03206; ZTA-DNA binding, fluorescence polarization; inhibition, % at 11 µM; 0.15% of 320,000 active; AID 2234; in the data active = inhibition above about 33%
# proCasp3 act = procaspase-3 (human) activation | P42574 | recombinant procaspase-3 D3A, Ac-DEVD-pNA absorbance 405 nm | activation, % at 8.5 µM | 0.11% of 330,000 active | AID 463141;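 active = activation above the mean of all tested compounds plus 3 SD, cut at about 21% in these data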;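 also: 0% = DMSO alone and 100% = DMSO wells spiked with extra 5 µM PC-3 D3A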
#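 Assay system – Procaspase-3 D3A mutant, all three cleavage aspartates alanine · Controls – DMSO-only low control, 5 µM PC-3 D3A high control · Schedule – 1 h compound preincubation, 2 h substrate hydrolysis at 25 °C · Signal – 405 nm absorbance of p-nitroaniline, reads at 0 and 120 min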
# proCasp7 act = counter-screen: procaspase-7 (human) activation | recombinant procaspase-7, Ac-DEVD-pNA absorbance 405 nm; D23A/D198A/D206A triple mutant, cannot self-cleave; scale: DMSO 0, 5 µM enzyme 100 | activation, % at 8.5 µM | 0.093% of 330,000 active | AID 463210;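 active = percent activation above the screen-wide mean plus 3 SD, cut at about 25% in these data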
#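 Assay system: Uncleavable procaspase-7 mutant enzyme; Input: 2 µM procaspase-7 mutant as dispensed; Also added: DEVD-pNA substrate; Medium: Zinc-free HEPES pH 7.4 with 300 mM NaCl, 0.01% Triton X-100; Timing: 1 h compound preincubation, 2 h substrate cleavage, 25 °C; Measured by: Epi-absorbance of released pNA at 405 nm, two timepoints.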
# EBNA-1 inh = blocks EBNA-1 binding to DNA. EBNA-1 DNA binding, fluorescence polarization. inhibition, % at 14.8 µM. 0.34% of 300,000 active. AID 1950; in the data active = inhibition above about 28%
# AHR act = activators of human aryl hydrocarbon receptor | P35869 | 2.5% of 320,000 active | AID 2796 | activation, % at 5 µM | AHR-responsive luciferase reporter cells, luminescence; in the data active = activation above about 47%;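 also: 0% = vehicle wells and 100% = reference agonist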
# Target sequence (P35869 whole entry, looked up): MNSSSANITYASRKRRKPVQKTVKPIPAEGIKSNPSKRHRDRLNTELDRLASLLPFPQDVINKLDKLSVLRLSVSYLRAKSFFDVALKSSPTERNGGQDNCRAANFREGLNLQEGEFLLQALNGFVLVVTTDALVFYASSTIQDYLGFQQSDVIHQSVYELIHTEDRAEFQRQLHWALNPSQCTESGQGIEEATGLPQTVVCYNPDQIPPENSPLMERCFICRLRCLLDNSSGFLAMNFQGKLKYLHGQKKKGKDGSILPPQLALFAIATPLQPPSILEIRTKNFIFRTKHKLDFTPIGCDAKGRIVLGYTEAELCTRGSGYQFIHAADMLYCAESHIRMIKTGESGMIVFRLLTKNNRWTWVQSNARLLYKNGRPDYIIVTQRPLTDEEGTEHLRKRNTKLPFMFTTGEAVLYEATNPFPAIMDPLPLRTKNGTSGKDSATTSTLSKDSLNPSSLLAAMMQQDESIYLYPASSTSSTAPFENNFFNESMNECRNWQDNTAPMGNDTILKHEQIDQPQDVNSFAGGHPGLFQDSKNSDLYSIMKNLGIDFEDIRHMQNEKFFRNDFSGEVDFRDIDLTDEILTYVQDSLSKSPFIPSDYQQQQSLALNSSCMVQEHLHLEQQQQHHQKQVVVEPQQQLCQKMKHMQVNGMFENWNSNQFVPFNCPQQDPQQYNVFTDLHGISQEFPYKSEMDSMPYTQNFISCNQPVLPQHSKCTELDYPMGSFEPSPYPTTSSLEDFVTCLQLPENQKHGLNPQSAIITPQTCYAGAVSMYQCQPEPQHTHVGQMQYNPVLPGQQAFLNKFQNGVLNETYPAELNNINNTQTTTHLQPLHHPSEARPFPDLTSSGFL
# RPL19A TOR yeast = modulators of TOR pathway RPL19A-GFP in S. cerevisiae. S. cerevisiae RPL19A-GFP strain, flow cytometry, 3 h; stronger effect = lower value. percent response vs DMSO, % at 10 µM. 0.3% of 330,000 active;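 active = percent response vs DMSO below 50%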;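 also: median channel GFP fluorescence of the barcoded RPL19A-GFP strain; ratio of sample median GFP to plate DMSO average so 100% = DMSO; lower means less RPL19A-GFP as with rapamycin TOR inhibition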
# * marks the source's active call; other numbers are inactive results; / = not tested or not shown; [ ] = dose if it differs, or a comment.
# Start of the listing, in advance:
SMILES,LAP4 TOR yeast,MEP2-GFP yeast,ZTA counter,proCasp3 act,proCasp7 act,EBNA-1 inh,AHR act,RPL19A TOR yeast
CC(C)c1nnc(NC(=O)CCc2ccccc2)s1,99,103,-5,5,0,-8,21,99
O=C(O)CC1(CC(=O)NCc2ccc(-c3cccs3)cc2)CCCCC1,101,87,-7,-11,-8,-5,0,92

# The listing (from the top)
SMILES,LAP4 TOR yeast,MEP2-GFP yeast,ZTA counter,proCasp3 act,proCasp7 act,EBNA-1 inh,AHR act,RPL19A TOR yeast
CC(C)c1nnc(NC(=O)CCc2ccccc2)s1,99,103,-5,5,0,-8,21,99
O=C(O)CC1(CC(=O)NCc2ccc(-c3cccs3)cc2)CCCCC1,101,87,-7,-11,-8,-5,0,92
COc1ccc(NC(=O)CN(C)C(=O)c2cccc(S(=O)(=O)Nc3ccc(F)cc3)c2)cc1,105,108,1,1,3,/,0,103
CC(=O)NC(CC(=O)NCCN1C(=O)S/C(=C\c2ccccc2)C1=O)c1ccccc1 (stereo unspecified),108,108,18,-6,0,10,-1,106
CCOC(=O)c1cc2c(OC)ccc(OC)c2n1CC(=O)c1ccccc1,100,113,-7,3,-3,-4,4,108
N/C(=N\OC(=O)c1cccc(Cl)c1)c1ccncc1,92,95,1,-1,0,6,42,101
CC(C)NC(=O)c1ccc(-n2c(=S)[nH]c3ccccc3c2=O)cc1,99,94,-22,7,4,0,-1,94
O=C(CCc1ccccc1)NNC(=O)COc1ccc(Br)cc1,100,97,3,2,-2,14,-1,99
COc1cc([N+](=O)[O-])cc(/C=N/NC(=O)C(C)Nc2cccc(C)c2)c1O (stereo unspecified),94,101,-20,-1,-8,8,2,101
COc1ccccc1NC(=O)c1ccc2c(O)c(S(=O)(=O)c3ccccc3)c(=O)[nH]c2c1,99,100,-8,-2,-7,10,0,97
O=C(/C=C/c1ccccc1)CC(O)(c1ccccc1)C(F)(F)C(F)F (stereo unspecified),125,90,-3,0,10,2,-1,93
Cc1nnc(SCC(=O)NNC(=O)c2ccc(Br)cc2)n1C,102,100,-11,4,-7,-4,3,96
Cc1ccc(S(=O)(=O)CCC(=O)OCC(=O)Nc2ccc(N3CCOCC3)cc2)cc1,102,105,4,-9,-4,-1,-2,98
COC(=O)[C@@H]1C[C@@H](C(=O)O)[C@H](C)C1(C)C,130,94,6,3,-1,1,0,105
CCC(CC)C(=O)Oc1c(Sc2ccccc2[N+](=O)[O-])c(C)nn1C(C)(C)C,96,105,13,-2,2,1,0,105
C/C(CC(=O)Nc1ccc(C)cc1C)=N\NC(=O)C(C)C,90,103,7,10,-7,4,5,97
C=CCn1c(C)nnc1SCC(=O)NC1CC1,95,96,4,4,-7,-3,-1,106
O=C(c1c(F)c(F)c(F)c(F)c1F)N1CCc2ccccc21,107,103,-4,-7,-1,-16,25,104
CC(OC(=O)C1CCC1)C(=O)Nc1cc(Cl)cc(Cl)c1 (stereo unspecified),99,94,5,5,-1,-17,1,100
N#Cc1cnn2c(C(F)(F)F)cc(-c3ccccc3)nc12,88,102,-7,9,-5,-5,60*,106
C=CCNC(=S)Nc1ccc2nsnc2c1,103,104,-26,-6,-14,-6,18,103
Cc1cccc(/C=N/n2c(-c3cc(-c4ccccc4)n[nH]3)n[nH]c2=S)c1,101,110,0,-6,2,-6,21,102
Cc1csc(NC(=O)Cc2ccc(Cl)cc2)n1,92,94,-5,-5,1,-12,6,98
O=C1CSc2ccccc2N1Cc1ccccc1F,119,102,3,8,5,2,5,98
CN1C(=O)CC(=O)N(C)c2cc(S(=O)(=O)N(C)Cc3ccccc3)ccc21,114,111,7,-15,-8,-6,0,104

# Additional entries follow.
SMILES,LAP4 TOR yeast,MEP2-GFP yeast,ZTA counter,proCasp3 act,proCasp7 act,EBNA-1 inh,AHR act,RPL19A TOR yeast
COc1ccc(C2C(C(=O)c3cccs3)=C(O)C(=O)N2c2cccc(C)n2)cc1OC (stereo unspecified),111,100,-13,-10,-28,-3,2,98
CCOC(=O)N1CCC(NC(=O)CCc2c(C)nc3c(c(C)nn3C(C)(C)C)c2C)CC1,110,120,1,1,9,-11,-1,92
CCOc1ccc(N=NC2C(=O)N(C(N)=S)N=C2C)cc1 (stereo unspecified),81,109,10,-4,3,7,118*,113
O=C(CSc1nnnn1C1CC1)N1CCN(c2cccc(Cl)c2)CC1,101,91,/,-5,2,/,-1,92
COc1ccc(NC(=O)c2ccc(-c3csc(C)n3)cc2)cc1,99,101,-4,-6,-4,-10,-1,102
COc1ccc(-c2cn[nH]c2-c2ccc(OCc3ccccc3)cc2O)cc1,102,98,-4,2,-1,-10,12,90
CCCCC(=O)Nc1ccc(C(=O)Nc2ccc(S(=O)(=O)N3CCCC3)cc2)cc1,110,110,6,8,12,14,5,116
NC(=O)C1=C[C@@H](C2CCCCC2)C[C@@H](OCc2ccc(CO)cc2)O1,112,94,8,-1,-2,5,-1,102
CC(SC1=NCCN1S(C)(=O)=O)c1ccccc1 (stereo unspecified),104,106,-21,6,-14,4,3,99
Cc1cc(NS(=O)(=O)c2ccc(NS(=O)(=O)c3cc(C)c(Cl)cc3Cl)cc2)no1,108[may fluoresce green],117[may fluoresce green],-6,7,2,0,-2,100[may fluoresce green]
CCN1C(=C(C#N)C#N)C=Cc2ccccc21,100,96,11,1,-10,-1,-1,94
Cc1ccc(N(C(=O)CNC(=O)c2ccco2)C(C(=O)NC2CCCCC2)c2ccncc2)cc1F (stereo unspecified),95,99,3,-3,-1,10,5,104
COc1cccc(CC(=O)Nc2nc(-c3cccnc3)cs2)c1,94,102,-9,5,5,1,45,106
Oc1ccc(/C=N/n2c(COc3ccccc3)n[nH]c2=S)c(O)c1,106,95,-18,-6,-12,-21,21,97
COc1cc2nc(CN(C)Cc3ccc(F)cc3)[nH]c(=O)c2cc1OC,89,98,2,2,-9,-3,7,98
Cc1[nH]nc(S(=O)CC(=O)O)c1[N+](=O)[O-] (stereo unspecified),95,98,-6,-1,-2,-1,-2,94
CCCc1cc(NCCCO)n2c(nc3ccccc32)c1C#N,115,95,-6,-2,5,-2,3,95
COC(=O)c1ccccc1NC(=O)CCCN1C(=O)C(c2ccccc2)Oc2cccnc21 (stereo unspecified),102,98,-18,-3,-1,-3,0,100
NCCOc1ccccc1Cc1ccccc1,88,92,13,-6,3,6,-2,91
CC[C@@]12C(=O)N(c3cccc(Br)c3)C(=O)N1[C@H](c1ccc(OC)cc1)[C@@H]1C(=O)N(C(C)(C)C)C(=O)[C@@H]12,104,92,-7,4,-1,3,-1,102
COc1ccc(N(CCC(=O)O)S(=O)(=O)c2ccc(C)c(C)c2)cc1,108,103,11,2,5,9,2,102
CC(C)CCN1C(=O)c2ccccc2C1C(=O)NCc1cccnc1 (stereo unspecified),97,99,12,6,4,5,3,99
Cc1noc(C)c1CSc1nnc(C)c(=O)[nH]1,93,99,5,3,-6,-11,-1,97
COc1ccc(NC2=CC(c3ccc(OC)c(OC)c3)N(c3ccc(OC)cc3)C2=O)cc1 (stereo unspecified),99,104,16,-5,-3,-6,2,96
Cc1cc(/C=C2\SC(=Nc3ccccc3)NC2=O)c(C)n1-c1ccc(S(N)(=O)=O)cc1,90,104,-10,-6,-4,-9,6,96

# 7 entries out of the list, arranged by count of non-hydrogen atoms, falling:
SMILES,LAP4 TOR yeast,MEP2-GFP yeast,ZTA counter,proCasp3 act,proCasp7 act,EBNA-1 inh,AHR act,RPL19A TOR yeast
Cc1ccc(N(C(=O)CNC(=O)c2ccco2)C(C(=O)NC2CCCCC2)c2ccncc2)cc1F (stereo unspecified),95,99,3,-3,-1,10,5,104
COc1ccc(NC2=CC(c3ccc(OC)c(OC)c3)N(c3ccc(OC)cc3)C2=O)cc1 (stereo unspecified),99,104,16,-5,-3,-6,2,96
CCOC(=O)N1CCC(NC(=O)CCc2c(C)nc3c(c(C)nn3C(C)(C)C)c2C)CC1,110,120,1,1,9,-11,-1,92
COc1ccc(C2C(C(=O)c3cccs3)=C(O)C(=O)N2c2cccc(C)n2)cc1OC (stereo unspecified),111,100,-13,-10,-28,-3,2,98
COc1cc2nc(CN(C)Cc3ccc(F)cc3)[nH]c(=O)c2cc1OC,89,98,2,2,-9,-3,7,98
NC(=O)C1=C[C@@H](C2CCCCC2)C[C@@H](OCc2ccc(CO)cc2)O1,112,94,8,-1,-2,5,-1,102
CCCc1cc(NCCCO)n2c(nc3ccccc32)c1C#N,115,95,-6,-2,5,-2,3,95

# (next part)
SMILES,LAP4 TOR yeast,MEP2-GFP yeast,ZTA counter,proCasp3 act,proCasp7 act,EBNA-1 inh,AHR act,RPL19A TOR yeast
CC(C)(C)Nc1nc(Cl)nc(NCCN2CCOCC2)n1,111,98,-8,-1,2,-3,7,97
Cc1cc(C)nc(CCNC(=O)c2cc(COc3ccc(F)cc3F)on2)n1,93,102,2,8,4,7,3,108
CCOC(=O)CN1C(=O)N[C@@H](c2ccccc2)[C@H](C(C)=O)[C@H]1C,98,102,11,8,-9,4,1,99
O=C(CSc1nc(C2CC2)nc2ccccc12)Nc1ccc2c(c1)OCCO2,87,107,7,15,-4,8,-2,102
CS(=O)(=O)N(CC(=O)Nc1ccccc1C(=O)N1CCOCC1)c1ccc(F)c(Cl)c1,99,97,-9,2,-4,-1,1,100
CCOc1c(OC)ccc2c3c(c(=O)oc12)CCCC3,110,113,-7,1,6,8,-1,91
O=C(Nc1ccc2c(c1)OCO2)c1noc2c1CCCC2,103,100,6,-1,4,4,55*,100
Clc1ccc(Oc2cnns2)c(Cl)c1,92,107,-15,-8,-5,1,0,109
COc1cc(CNC(=O)CCn2nc(C)c3c(C)n(-c4ccccc4)nc3c2=O)cc(OC)c1OC,103,103,0,6,6,3,3,102
COc1ccc(NC2=C(C(C)=O)C(c3ccc(OC)c(OC)c3)C(C(C)=O)C(C)(O)C2)cc1 (stereo unspecified),95,96,2,3,-3,-10,4,96
COc1ccccc1C(=O)N/C(=C\c1cn(S(=O)(=O)N(C)C)c2ccccc12)C(=O)N1CCOCC1,97,104,10,2,8,8,2,97
